Tb PFK inh – qHTS Assay to Find Inhibitors of T. brucei phosphofructokinase; T. brucei PFK, ADP-Glo luminescence; 330,000 tested, 0.17% active; AID 485367, 2010; Potency, µM (top dose mostly 57.5 µM), for the others: at the top dose activity, negative = inhibition, most hits filed as inhibitors;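 also: potency is read from the fitted curve at half-maximal effect; 0% = uninhibited 1x PFK enzyme wells and -100% = no-enzyme wells; nearly all actives have a fitted effect of over 60% in size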
Target sequence (O15648 whole entry, looked up): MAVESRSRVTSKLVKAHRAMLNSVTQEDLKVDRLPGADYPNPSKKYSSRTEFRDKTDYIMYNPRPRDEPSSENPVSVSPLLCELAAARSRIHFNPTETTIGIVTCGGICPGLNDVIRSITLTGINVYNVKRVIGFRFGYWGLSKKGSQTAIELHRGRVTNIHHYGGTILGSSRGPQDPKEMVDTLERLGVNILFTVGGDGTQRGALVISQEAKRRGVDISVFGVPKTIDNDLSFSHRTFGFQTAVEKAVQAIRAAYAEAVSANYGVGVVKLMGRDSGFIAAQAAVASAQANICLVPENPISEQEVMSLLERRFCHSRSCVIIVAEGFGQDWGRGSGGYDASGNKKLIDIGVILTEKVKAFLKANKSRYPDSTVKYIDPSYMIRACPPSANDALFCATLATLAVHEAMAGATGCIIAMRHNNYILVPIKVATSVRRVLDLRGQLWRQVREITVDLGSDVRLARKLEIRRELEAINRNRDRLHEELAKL
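PFK 1.25 nM, F6P 0.5 mM, ATP 0.1 mM, 0.1 M TEA pH 8.0, 5 mM MgCl2, 0.01% Tween20, 0.1% BSA; 45 min RT. ADP-Glo readout. qHTS titration up to 57 uM; curves fitted, compounds curve-classed.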
B2AR arrestin – qHTS assay of beta-arrestin-biased ligands of beta2-adrenergic receptor; Beta-2 adrenergic receptor (Homo sapiens), P07550; beta-arrestin recruitment to beta2AR, cell-based reporter; Potency, µM (doses to about 46.1 µM), inactives show at the highest dose activation, usual class: activators; 330,000 tested, 0.02% active; AID 492947, 2010;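 also: potency is read from the fitted curve at half-maximal effect; 0% = DMSO controls and full agonism = EC100 isoproterenol or metaproterenol; nearly all actives have a fitted effect of over 65% in size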
Menin-MLL TR inh – qHTS Assay for Inhibitors Targeting the Menin-MLL Interaction in MLL Related Leukemias: Competition With Texas Red Labeled MLL-derived Mutant Peptide; O00255; Menin + Texas Red MLL mutant peptide, fluorescence polarization; Potency, µM (doses to about 61.6 µM), inactives show at the top dose FP activity change, negative = inhibition, actives largely listed as inhibitors; 270,000 tested, 0.23% active; active = well fitted inhibition curve with a large enough effect in the polarisation, with a control signal flat, not every such curve was filed as active; inconclusive = small, poorly fitted or top-dose-only effect, or effect the other way, or a change in a side signal; inactive = no such curve, though single readings can be large or run the other way; the % refers to the polarisation; also: potency is read from the fitted curve at half-maximal effect; % of control where 0% means no effect; many of its hits are not listed in these tables
PKM2 activator – qHTS Assay for Activators of Human Muscle isoform 2 Pyruvate Kinase | purified PKM2, Kinase-Glo ATP luminescence, activation; response scale: 0% is enzyme alone, no compound | Potency, µM (titrated, usually from 57.5 µM), inactives show at the top dose activation, usual class: activators | 260,000 tested, 0.34% active; also: potency is read from the fitted curve at half-maximal effect; % is scaled to controls: 0 for no effect and ±100 for the full control effect; nearly all actives have a fitted effect of over 55% in size
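Kinase-Glo luminescence reports ATP generated from ADP (0.1 mM) and PEP (0.5 mM) by purified hPK-M2 after 1 h at room temperature, pH 7.2 imidazole buffer; intermediate enzyme activity allows detecting inhibitors and activators.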
PTAP TSG101 blk – qHTS Assay for Iinhibitors of HIV-1 Budding by Blocking the Interaction of PTAP/TSG101 | Fluorescence polarization, FITC-PTAP peptide / Tsg101 binding | Potency, µM (highest dose often 115 µM), for the others: at the top dose activity change, negative = inhibition, actives largely listed as inhibitors | 340,000 tested, under 10 active; active = well fitted inhibition curve with a large enough effect in the main read-out, with a control signal flat, not every such curve was filed as active; inconclusive = small, poorly fitted or top-dose-only effect, or effect the other way, or a change in a side signal; inactive = no such curve, though single readings can be large or run the other way; also: potency is read from the fitted curve at half-maximal effect; % of control where 0% means no effect
Target sequence (Q99816 whole entry, looked up): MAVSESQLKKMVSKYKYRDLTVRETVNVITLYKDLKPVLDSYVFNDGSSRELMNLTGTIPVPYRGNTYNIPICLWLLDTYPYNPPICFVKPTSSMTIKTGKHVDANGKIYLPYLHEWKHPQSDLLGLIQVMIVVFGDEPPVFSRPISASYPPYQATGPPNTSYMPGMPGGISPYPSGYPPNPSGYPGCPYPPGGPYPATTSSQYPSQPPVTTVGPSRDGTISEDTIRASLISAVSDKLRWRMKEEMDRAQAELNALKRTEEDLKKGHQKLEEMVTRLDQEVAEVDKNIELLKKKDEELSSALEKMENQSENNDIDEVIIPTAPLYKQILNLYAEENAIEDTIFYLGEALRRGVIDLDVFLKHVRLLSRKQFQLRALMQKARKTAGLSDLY
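Fluorescence anisotropy tracks displacement of a FITC-tagged PTAP peptide (50 nM) from the Tsg101 binding domain (10 uM), following a 20 min room-temperature incubation at pH 7.5.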
Chronic BCR inh – qHTS Assay to Find Inhibitors of Chronic Active B-Cell Receptor Signaling; ABC-DLBCL IkBa-CBG/CBR reporter, luminescence ratio, 4 h; Potency, µM (titrated, usually from 46.1 µM), without a hit: top-dose ratio change, negative = lower green/red ratio, hits mostly inhibitors; 340,000 tested, 0.05% active; active = well fitted inhibition curve with a large enough effect in the signal ratio, with a control signal flat, not every such curve was filed as active; inconclusive = small, poorly fitted or top-dose-only effect, or effect the other way, or a change in a side signal; the % refers to the signal ratio;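 also: potency is read from the fitted curve at half-maximal effect; plate controls were basal doxycycline-induced cells for no effect and cells given 10 µM MG132 for full effect; MG132 reads +100%, hits lower the ratio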
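Doxycycline induced both beetle luciferases in TMD8 lymphoma cells; IKK-driven degradation limits the IkappaBalpha-fused green signal, while red luminescence normalises for cell number and nonspecific effects. Compounds tested up to 46 uM, 4 hrs.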
Giardia kill – Small Molecules that selectively kill Giardia lamblia: qHTS. Giardia lamblia trophozoite viability. activity change, % at 7.66 µM, hits read low. 340,000 tested, 0.15% active. AID 540267, 2011; in the data active = activity change below about -80%; inconclusive = between about -30% and that limit;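 also: parasites exposed to compound for two days anaerobically before the ATP read; % is scaled to controls: 0 for no effect and ±100 for the full control effect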
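Trophozoites 100 cells/well + cpd; 48 hrs, 37 deg C, anaerobic. ATPLite 1-Step added, 15-30 min RT, luminescence read (ATP-based viability).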
Coupling enz – qHTS Assay for Inhibitors of Fructose-1,6-bisphosphate Aldolase from Giardia Lamblia: Coupling assay counterscreen | AID 2472, 2010 | coupling enzyme system counterscreen, AmpLite Red fluorescence | 290,000 tested, 0.67% active | activity change, negative = inhibition, % at 58.2 µM, hits read low; in the data active = activity change below about -30%; also: % is scaled to controls: 0 for no effect and ±100 for the full control effect
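Coupling enzymes only (glyceraldehyde-3-phosphate) + compound, at 57.5 uM final, 10 min RT; add substrate/coupling/AmpLite Red mix, 20 min RT; fluorescence ex 525/em 598 nm. Actives flag coupling-system interference.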
ASM inhibitor – Inhibitors of Secretory Acid Sphingomyelinase (S-ASM): qHTS | placental ASM, HMU-PC fluorogenic substrate, 60 min | Potency, µM (titrated, usually from 57.5 µM), for inactives: top-dose activity change, negative = inhibition, actives largely listed as inhibitors | 340,000 tested, 0.006% active | AID 504937, 2011; also: potency is read from the fitted curve at half-maximal effect
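HMU-PC0 cleavage (9 uM final) by human placental ASM, 60 min at 37 °C following 10 min compound exposure at RT; stopped at pH 10, fluorescence Ex 386/Em 447 nm.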
Integrin act MD – qHTS for Activators of Integrin-Mediated Alleviation for Muscular Dystrophy; alpha7betagal myoblasts, beta-gal FDG fluorescence, 48 h; Potency, µM (top dose mostly 38.3 µM), inactives show at the highest dose activation, most hits filed as activators; 350,000 tested, 0.064% active; AID 624291, 2012;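 also: potency is read from the fitted curve at half-maximal effect; 100% = response of the positive control SU9516; nearly all actives have a fitted effect of over 60% in size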
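alpha7betagal+/- myoblasts (passage 13, 250/well) treated 48 h at 37C with compounds at 1:260 dilution of DMSO stock. Lysed, then beta-galactosidase activity read as FDG fluorescence (ex 480/em 540) after 30 min, with pre-read for autofluorescence.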
GALK inh – qHTS Assay for Inhibitors of Human Galactokinase (GALK); Potency, µM (titrated, usually from 57.5 µM), without a hit: at the top dose activity change, negative = inhibition, most hits filed as inhibitors; Purified GALK, Kinase-Glo residual ATP luminescence; P51570; 270,000 tested, 0.007% active; also: potency is read from the fitted curve at half-maximal effect; % is scaled to controls: 0 for no effect and ±100 for the full control effect
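Quantitative HTS: GALK 5 nM, ATP 35 uM, galactose 100 uM, 1 h room temperature, then luciferase-based ATP detection.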
Starred values were filed as active, the others as inactive; ? = inconclusive; · = not tested or not shown; & = joins results of further samples; [ ] = remark or other dose. Unless noted, calls follow the shape of the dose curve; as a rule, active = well fitted curve in the direction sought with a large enough effect; inconclusive = small, poorly fitted or top-dose-only effect, or another doubt; inactive = no such curve, though single readings can be large; an effect the other way counts as inactive or inconclusive. Only part of the results is shown, so the mix of outcomes need not match the whole.

structure,Tb PFK inh,B2AR arrestin,Menin-MLL TR inh,PKM2 activator,PTAP TSG101 blk,Chronic BCR inh,Giardia kill,Coupling enz,ASM inhibitor,Integrin act MD,GALK inh
Cc1ccc(-c2ccc(NC(=O)C3C4C=CC(C4)C3C(=O)O)cc2)o1 (stereo not drawn),14%,0.0%,?,16%,-5%,?,8,3,-3%,-21%,-1%
C=CCOC(=O)CN1C(=O)c2ccccc2C1=O,1%,-0.3%,-10%,5%,-6%,?,9,2,0%,22%[7.66 µM],-1%
O=C(NC1CCS(=O)(=O)C1)c1c(NC(=O)C2COc3ccccc3O2)sc2c1CCCC2 (stereo not drawn),8%,3.1%,·,5%,1%,-7%,-10,0,-1%,13%,-1%
COc1ccccc1N1CCN(CC(C)N(C(=O)C2CCCCC2)c2ccccn2)CC1 (stereo not drawn),-2%,3.0%,?,·,-1%,-5%,-8,0,3%,4%,1%
CCS(=O)(=O)c1ccc2oc(SCC(=O)NCCc3ccc(F)cc3)nc2c1,0%,-0.2%,-2%,4%,1%,4%,9,3,2%,0%,-2%
CCC(C)N1C(=O)CCC1C(=O)NCCc1ccc(Cl)cc1 (stereo not drawn),-19%,0.3%,0%,·,1%,2%,6,4,-1%,-5%,4%
Cc1ccccc1N(CC(=O)NCCSC1CCCCC1)S(=O)(=O)c1ccccc1,1%,-0.9%,6%,2%,-2%,-20%,-1,-3,-4%,0%,0%
CSCCC1NC(=O)N(CC(=O)Nc2c(Cl)cc(Cl)cc2Cl)C1=O (stereo not drawn),2%,0.3%,-6%,-4%,-3%,-2%,-5,0,4%,23%,-5%
COc1ccc(NC(=O)COC(=O)CCCc2c[nH]c3ccccc23)cc1,-7%,-0.1%,?,4%,0%,-18%,3,1,-7%,-19%,0%
COc1ccc(C2=C(C)CC(C)(C)NC2=O)cc1OC,1%,0.1%,0%,-5%,-2%,0%,24,4,-1%,0%,8%
O=C(Nc1ccccc1)N1CCc2ccccc21,-13%,-0.4%,12%,-40%,-4%,?,-6,1,-1%,16%,3%
CCN(CC)C(=O)CC(c1ccc(N(C)C)cc1)c1c(O)cc(OC)cc1OC (stereo not drawn),2%,0.2%,-24%,-1%,·,?,30&-17[activator],-12&-4,-1%,-24%,0%
Cc1cccc(C(=O)N2CCN(CCNC(=O)C(=O)Nc3ccc(F)cc3)CC2)c1,4%,-0.1%,0%,2%,-4%,?,-26,1,5%,17%,-2%
COc1cc(C)ccc1S(=O)(=O)N1CCN(C23CC4CC(CC(C4)C2)C3)CC1,1%,0.1%,·,0%,-2%,3%,-1,0,5%,13%,-3%
Cc1ccc(N2CC(C(=O)N3CCC(C(=O)Nc4ccc(Br)cc4)CC3)CC2=O)cc1 (stereo not drawn),-1%,0.4%,16%,·,2%,-22%,1,2,-5%,-8%,0%
COc1cccc(NC(=O)CCS(=O)(=O)c2cccs2)c1,-6%,8.9%,1%,-1%,-3%,-1%,-20,-3,-1%,-12%,0%
CCC(NC(=O)/C(=C\c1ccc2c(c1)OCO2)NC(C)=O)C(=O)O (stereo not drawn),1%,-0.6%,-8%,9%,-1%,-1%,-4,-8,4%,-10%,1%
Cc1ccc(C)c(S(=O)(=O)Nc2ccccc2C(=O)Nc2ccc(S(=O)(=O)Nc3ncccn3)cc2)c1,-7%,-0.5%,?,-20%,-1%,6%,4,4,41%[activator],22%,0%
Fc1ccc(C(c2nnnn2C2CCCC2)N(Cc2ccco2)CC2CCCO2)cc1 (stereo not drawn),?,-0.1%,·,0%,-3%,3%,-15,1,-3%,11%,-1%
COc1cccc(CN(C(=O)c2cc3ccccc3oc2=O)C2CC2)c1,1%,-0.8%,10%,0%,-10%,-12%,6,3,0%,12%,-2%
Cc1cc(NC(=O)OC(C)C)ccc1-c1ccc(NC(=O)OC(C)C)cc1C,-4%,-0.6%,21%,-1%,1%,-7%,20,-6,-1%,7%,0%
COCCn1c(C)cc(C(=O)COC(=O)c2ccc(NC(=O)CC#N)cc2)c1C,2%,0.1%,·,-3%,-2%,?,4,-5,3%,-5%,0%
Cc1cccc2cc(CN(Cc3ccc(F)cc3)C(=O)C(F)(F)F)c3nnnn3c12,1%,-0.8%,12%,1%,-7%,0%,2,-1,-3%,17%,0%
COc1ccc(Cc2nn3c(Cn4nnc5ccccc54)nnc3s2)cc1,-6%,-0.2%,-21%,-10%,-6%,-12%,7,-1,-12%,7%,-3%
O=C(COc1ccc2c3c(c(=O)oc2c1)CCC3)NCC(O)c1ccccc1 (stereo not drawn),2%,0.1%,-1%,·,0%,-3%,-4,-1,1%,10%,1%
O=[N+]([O-])c1ccccc1/C=C/C=N/n1c(-c2ccccc2F)n[nH]c1=S,8%,-0.4%,·,-5%,0%,?,1,-5,·,-4%,-1%
Cc1cc(C(=O)NN)n[nH]1,1%,-1.0%,·,3%,1%,?,2,1,1%,-18%,·
COc1ccc(CCC(=O)NCCOc2ccc(C)cc2)cc1,-11%,0.5%,7%,·,-2%,1%,-5,4,0%,13%,-2%
CC(C)Cn1c(N)c(C(=O)COC(=O)c2ccccc2Cl)c(=O)n(C)c1=O,1%,0.2%,26%,8%,-8%,0%,3,-3,-1%,-7%,-1%
Cc1cc(C)cc(N(C(=O)Cc2cccs2)C(C(=O)NC2CCCCC2)c2ccccn2)c1 (stereo not drawn),-1%,-1.1%,-12%,-1%,1%,-6%,1,1,0%,-9%,·
CCCN(C(=O)CCl)C1=CCCCC1,5%,-1.0%,-7%,1%,-4%,3%,-20,-2,12%,-9%,0%
CC(NC(=O)c1ccccc1)c1nnc(SCC(=O)Nc2nnc(C3CC3)s2)n1C (stereo not drawn),1%,0.1%,·,·,-1%,10%,31[activator],·,1%,8%,·
CC12CC(NC(=O)N1c1cccc(C(=O)Nc3ncn[nH]3)c1)c1ccccc1O2 (stereo not drawn),·,·,-7%,0%,-11%,·,13,-1,-1%,-5%,-3%
CC(C)(C)NC(=O)C(c1ccc(F)cc1)N(Cc1ccco1)C(=O)c1csnn1 (stereo not drawn),-4%,-0.3%,1%,-2%,-1%,3%,8,2,-2%,17%,-1%
O=C(CCn1cnc2ccccc2c1=O)Nc1ccc(Cl)c(Cl)c1,1%,-0.2%,-3%,4%,-5%,-13%,-11,1,-1%,0%,1%
COc1cccc(CN(C)CC(=O)Nc2cc3oc4ccccc4c3cc2OC)c1,0%,-0.5%,14%,-3%,-1%,18%,-3,3,-11%,-13%,-2%
COc1ccc(C2NCCO2)cc1OC (stereo not drawn),3%,1.0%,-18%,-3%,4%,-1%,-2,-1,3%,-5%,2%
COc1ccc(C2CC(c3ccccc3)=NN2C(=O)c2ccc(Cl)c([N+](=O)[O-])c2)cc1 (stereo not drawn),0%,0.5%,8%,-3%,-7%,16%,2,-7,-6%,-42%,0%
CCSc1nsc(NC(=O)Nc2cccc(OC)c2)n1,0%,-1.0%,?,2%,-2%,?,-8,-1,?,?,-3%
O=[N+]([O-])c1ccc(N2CCOCC2)cn1,0%,-0.2%,3%,3%,-1%,-11%,-14,-2,-3%,11%,-2%
CC(C)(C)c1ccc(C(=O)NCCC(=O)NNC(=O)COc2ccccc2F)cc1,-1%,0.2%,·,·,-2%,?,-1,·,1%,-4%,·
CCC(C)[C@H]1CNC(=S)N1CCc1cccc2ccccc12 (stereo partly drawn),0%,0.2%,·,-3%,-5%,0%,-5,10,-6%,-3%,-1%
COc1cc(OC)c2c(-c3cccc(-c4ccc(N(C)C)cc4)c3)cc(=O)oc2c1,8%,-0.5%,-9%,·,-2%,?,-7,-3,-14%,-6%,·
Cn1cc(/C=C/c2cc[n+](C)cc2)c2cc(Cl)ccc21,-9%,-0.3%,5%,·,21%,?,7,-2,-2%,-40%,2%
